# Assay outcomes (PubChem)
# IEC-6 cytotox = counter-screen for KLF5 inhibitors: cytotoxicity in IEC-6 cells | IEC-6 cytotoxicity, luminescence viability | inhibition, % at 5 µM | 0.78% of 290,000 active | AID 1825; in the data active means inhibition above about 22%;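 further: 0% = plate median of test compound wells and 100% = cytotoxic reference compound wells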
# SKKanGAS inh = SKKanGAS growth inhibition; inhibition, % at 7.5 µM; S. pyogenes SKKanGAS, kanamycin growth, BacTiter-Glo, 6 h; 1.3% of 300,000 active;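 active means mean replicate score, as percent of positive control median, at least 50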;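 further: strain carries kanamycin resistance gene driven by streptokinase promoter and grows in 40 µg/ml kanamycin; loss of luminescence reflects streptokinase promoter inhibition or plain growth inhibition; 0% = median of DMSO wells and 100% = positive control at its reference dose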
# TRPC4 block = TRPC4 (mouse) channel inhibition; Q9QUQ5; HEK293 TRPC4beta/mu-opioid, DAMGO-evoked Fluo4 calcium flux; active compounds read low; B-score at 10 µM; 0.39% of 300,000 active;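 active means B-score over 3 SD under the library average, no early fluorescence shift, positive overall ratio signal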
#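 Material: HEK293 cells with stable TRPC4beta plus mu-opioid receptor expression; probe or stimulus: DAMGO in two steps, submaximal then maximal; technique: Fluo4 calcium fluorescence by kinetic imaging, 5 s 1 Hz baseline; measure: integrated fluorescence ratio relative to baseline, converted to per-well B score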
# TRPC6 activator = activates the mouse TRPC6 cation channel. Q61143. HEK293-TRPC6 membrane potential dye fluorescence; active compounds read high. B-score at 10 µM. 0.13% of 310,000 active;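 active means B-score of the integrated fluorescence ratio above library mean plus 3 SD, and starting fluorescence ratio within library mean plus 5 SD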;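 further: higher score means more depolarization so channel activation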
# MrgX1 antag = blocks BAM8-22 activation of human MrgX1 receptor | AID 588676 | 1.3% of 310,000 active | MRGX1-HEK293 calcium flux, Fluo-4, BAM8-22 antagonism; active compounds read low | Q96LB2 | B-score at 10 µM;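 active means calcium-response B-score plate-corrected more than 3 library SD below zero, starting fluorescence within 5 deviations, no agonist response on first addition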;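 further: peak minus trough fluorescence over baseline after final BAM8-22 challenge near maximal dose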
# Target sequence (Q96LB2 whole entry, looked up): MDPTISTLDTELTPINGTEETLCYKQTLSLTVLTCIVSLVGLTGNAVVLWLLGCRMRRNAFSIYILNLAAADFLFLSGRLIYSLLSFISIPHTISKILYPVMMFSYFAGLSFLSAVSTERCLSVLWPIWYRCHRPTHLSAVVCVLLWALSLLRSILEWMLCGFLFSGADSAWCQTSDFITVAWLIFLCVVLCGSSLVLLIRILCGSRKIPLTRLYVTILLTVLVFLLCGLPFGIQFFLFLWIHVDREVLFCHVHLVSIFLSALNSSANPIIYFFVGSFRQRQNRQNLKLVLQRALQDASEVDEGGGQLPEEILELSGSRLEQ
# HIF act = HIF pathway transcriptional activation; U2OS HRE-luciferase reporter, luminescence; normalized: DMSO 0%, desferrioxamine 100%; 0.32% of 300,000 active; activation, % at 7.5 µM (by protocol);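 active means mean activation of at least 10% of the iron chelator positive control signal, with at least half of replicates also reaching 10%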
# TRPC4 PAM = allosteric potentiators of mouse TRPC4 channel | B-score at 10 µM | AID 2227 | HEK293 TRPC4beta/mu-opioid, DAMGO EC20, Fluo-4 Ca2+ flux; active compounds read high | 0.42% of 310,000 active;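 active means B-score of calcium response area above 5 SD of library B-scores, with initial fluorescence ratio within 5 SD of library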;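 further: B-score of integrated fluorescence ratio over time as area under calcium response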
# TRPC6 inhibitor = inhibitors of mouse TRPC6 channel; B-score at 10 µM; HEK293-TRPC6, membrane potential dye, ACh-evoked depolarization; active compounds read low; AID 2553; Q61143; 1.1% of 310,000 active;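 active means B-score under library mean minus 3 SD, initial fluorescence not abnormally high, positive integrated signal ratio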;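 further: B-score derived from integrated fluorescence ratio over the kinetic read; more negative B-score means stronger inhibition of depolarization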
# TRPC4 agonist = TRPC4 (mouse) channel activation; HEK293 TRPC4beta/mu-opioid, Fluo4 calcium fluorescence; active compounds read high; 0.49% of 310,000 active; AID 2237; Q9QUQ5; B-score at 10 µM;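 active means B-score above 5 SD of library B-scores, and initial fluorescence ratio not above library mean plus 5 SD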;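 further: positive B-score marks a calcium rise read as TRPC4 activation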
#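 System – HEK293 cells stably co-expressing mouse TRPC4beta and mu-opioid receptor · Signal – Fluo4 calcium-sensitive dye fluorescence, kinetic, 1 Hz baseline · Benchmarks – buffer (low) and maximal DAMGO (high) · Read-out – B score of integrated fluorescence ratio per well · Incubation – dye loading 45 min room temperature, 110 s kinetic read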
# aSyn 5UTR inh = MLPCN primary screen, SNCA 5' untranslated region. alpha-synuclein 5'UTR reporter, inhibitor activity. inhibition, % (tested at 7.5 µM). AID 1813. 0.82% of 300,000 active; in the data active means inhibition above about 60%;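 further: H4 neuroglioblastoma cells stably carrying SNCA 5'UTR luciferase fusion; 0% = DMSO wells and 100% = positive control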
# KLF5 inhibitor = kruppel-like factor 5 inhibition. DLD-1 KLF5 promoter-luciferase reporter, luminescence. inhibition, % at 5 µM. 0.23% of 290,000 active. AID 1700;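 active means inhibition above a per-plate limit of that plate's mean compound inhibition plus 3 SD, cut at about 60% in these data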;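 further: 0% = DMSO wells and 100% = LY294002 at 200 µM; higher means less KLF5 promoter-driven luciferase light; inactives centre near -14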
# * marks the source's active call; other numbers are inactive results; i = inactive; / = not tested or not shown.
mol	IEC-6 cytotox	SKKanGAS inh	TRPC4 block	TRPC6 activator	MrgX1 antag	HIF act	TRPC4 PAM	TRPC6 inhibitor	TRPC4 agonist	aSyn 5UTR inh	KLF5 inhibitor
COc1ccc(S(=O)(=O)NCc2ccncc2)cc1NC(=O)c1ccccc1C	/	0	i	i	i	0.0	i	i	i	15	/
CCOC(=O)c1csc(NC(=O)c2ccccc2)n1	3	-2	/	i	i	3.4	/	i	/	-158	-230
COc1ccccc1NC(=S)N1CCN(C(=O)c2ccco2)CC1	1	4	i	i	i	-0.3	i	i	i	20	-7
N#Cc1ccccc1Sc1ccccc1C(=O)OCC(=O)NC1CCS(=O)(=O)C1 (stereo unspecified)	2	-3	i	i	i	-0.3	i	i	i	17	-13
CCc1ccc2c(CN3CCN(Cc4ccccc4)CC3)cc(=O)oc2c1	1	3	i	i	i	-0.3	i	i	i	11	-7
CCc1ccc(-c2nc(CS(=O)CC(=O)NCc3cccnc3)c(C)o2)cc1 (stereo unspecified)	3	-4	i	i	i	-0.3	i	i	i	-2	-12
Cc1ccc(Cn2nnc(C(=O)Nc3cc(C)ccc3C)c2N)cc1	-1	-22	i	i	-4.6*	0.1	i	i	i	27	10
Cc1nn(-c2ccccc2)c(Cl)c1C(=O)NCC(C)c1ccccc1 (stereo unspecified)	-3	1	i	i	i	1.3	i	i	i	-35	-36
O=C(Nc1ccc(N2CCCC2)cc1)c1cccc(Cl)c1	0	8	i	i	i	1.4	i	i	i	-137	-73
CCCCn1c(N2CCC(Cc3ccccc3)CC2)nc2c1c(=O)[nH]c(=O)n2C	0	39	i	i	i	-0.2	i	i	i	18	12
COC(=O)c1ccc(N=Cc2c(-c3ccccc3)[nH][nH]c2=O)cc1	-9	-2	i	i	i	1.0	i	i	i	-216	3
O=C(c1ccc(S(=O)(=O)N2CCCC2)cc1)N1CCCCCC1	-2	-5	i	i	i	0.1	i	i	i	1	-14
Cc1cc(=O)[nH]c(Nc2ccc(N(C)C)cc2)n1	-2	5	i	i	i	-1.8	i	i	i	-7	-20
Cc1ccc(N2C(=O)CCSC23C(=O)Nc2ccccc23)cc1 (stereo unspecified)	4	1	i	i	i	-0.1	i	-6.7*	i	-11	-38
COc1ccc(-c2noc(CSc3nc(-c4ccccc4)cc(=O)[nH]3)n2)cc1	-4	-11	i	i	i	-0.1	i	i	i	-17	-16
COC(C[C@@H]1O[C@@H]1C(=O)[C@@H](C)OCc1ccccc1)OC	/	-4	i	i	i	0.8	i	i	i	2	/
CCOP(=O)(OCC)C(Nc1ccccc1)c1cc(OC)ccc1OC (stereo unspecified)	-1	-2	i	i	i	-0.2	i	i	i	-1	0
COc1cc(S(=O)(=O)Nc2ccccc2)ccc1N=Cc1c(C)[nH]n(-c2ccc(C)cc2)c1=O	4	28	i	i	i	0.1	i	i	i	29	-30
CCOC(=O)COc1cc([N+](=O)[O-])cc2cccnc12	6	14	i	i	i	0.1	i	i	i	-13	-20
COc1ccccc1N1N=C(c2ccc([N+](=O)[O-])cc2)CC1c1ccccc1 (stereo unspecified)	-5	-7	i	13*	-15*	-2.0	i	i	i	9	-12

mol	IEC-6 cytotox	SKKanGAS inh	TRPC4 block	TRPC6 activator	MrgX1 antag	HIF act	TRPC4 PAM	TRPC6 inhibitor	TRPC4 agonist	aSyn 5UTR inh	KLF5 inhibitor
Cc1cc(/C=N/Nc2nc(N3CCOCC3)nc(N3CCOCC3)n2)c(C)n1-c1ccccc1	-3	10	i	i	i	0.0	i	i	i	-23	-31
CCOC(=O)c1c(NC(=O)CN2CCOCC2)sc(C(=O)NC)c1C	5	7	i	i	i	-0.4	i	i	i	-10	-28
CCOC(=O)c1cccc(NC(=O)CSc2nc3ccccc3c(=O)n2CC)c1	-12	1	i	i	i	0.3	i	i	i	21	-22
O=C(CC1C(=O)N(Cc2ccccc2)C(=S)N1CCN1CCOCC1)Nc1ccc(F)cc1 (stereo unspecified)	-5	-9	i	i	i	-0.9	i	i	i	19	-35
N#Cc1ccc(COC(=O)c2cccnc2Cl)cc1	-6	0	i	i	i	-0.1	i	i	i	4	-9
COc1ccc(/C=C/C(=O)Nc2cccc(S(=O)(=O)NC3=NCCCCC3)c2)cc1	1	-6	i	i	i	1.8	i	i	i	-67	-42
COc1cc(/C=C/C(=O)OCC(=O)N2CCN(C(=O)c3ccco3)CC2)ccc1O	2	-7	i	i	i	-0.3	i	i	i	-19	-23
CCC(=O)Nc1ccc2oc(-c3ccccc3Br)nc2c1	4	1	i	i	i	2.1	i	i	i	-186	-122
C=CCN1C(=O)C(CC(=O)NCC)SC1=Nc1ccc(S(N)(=O)=O)cc1 (stereo unspecified)	6	-2	i	i	i	-0.4	i	i	i	16	-4
O=S(=O)(c1cccc(-c2nnc3n2CCCCC3)c1)N1CCCC1	0	/	i	i	i	/	i	i	i	/	-17
COc1ccc(O)c(C2NC(CC(C)C)(C(=O)O)C3C(=O)N(Cc4ccccc4)C(=O)C23)c1 (stereo unspecified)	-1	-11	i	i	i	0.2	i	i	i	0	-21
CC(C)(C)c1ccc(-c2nnc(N)s2)cc1	3	-6	i	i	i	0.2	i	i	i	-65	-138
COC(=O)CSC1=C(C#N)C(c2ccccc2F)CC(=O)N1 (stereo unspecified)	/	1	i	i	i	-0.2	i	i	i	-12	/
CC(Sc1nc2ccccc2c(=O)n1C)C(=O)N(C)C1CCCCC1 (stereo unspecified)	/	-4	i	i	i	-0.1	i	i	i	-1	/
CCN(CC)C(=O)CSc1nc2ccccc2c(=O)n1-c1cccc(OC)c1	3	3	i	12*	i	-1.1	i	-5.9*	i	-4	-10
COc1ccc(-c2nc(-c3cccs3)no2)cc1	0	11	i	i	i	-2.8	i	i	i	83*	-5
O=C(NCc1ccc(Cl)cc1)C1CCCO1 (stereo unspecified)	-7	-4	i	i	i	-0.8	i	i	i	17	-17
COc1cc2c(cc1OC)C(C)N(CC(=O)Nc1ccc(C)c(S(=O)(=O)N3CCOCC3)c1)CC2 (stereo unspecified)	0	0	i	i	i	-0.2	i	i	i	-13	-20
CC(NC(=O)[C@@H](NC(=O)[C@@H]1Cc2ccccc2CN1)C(C)C)c1ccccc1 (stereo partly specified)	-6	-5	i	i	i	-0.2	i	i	i	-9	2
Brc1cccc(CN2CCCCCC2)c1	2	-2	i	i	i	-15	i	i	i	-12	-39

# 4 compounds out of the list, ordered by SMILES length, largest number first:
mol	IEC-6 cytotox	SKKanGAS inh	TRPC4 block	TRPC6 activator	MrgX1 antag	HIF act	TRPC4 PAM	TRPC6 inhibitor	TRPC4 agonist	aSyn 5UTR inh	KLF5 inhibitor
COc1cc2c(cc1OC)C(C)N(CC(=O)Nc1ccc(C)c(S(=O)(=O)N3CCOCC3)c1)CC2 (stereo unspecified)	0	0	i	i	i	-0.2	i	i	i	-13	-20
O=C(CC1C(=O)N(Cc2ccccc2)C(=S)N1CCN1CCOCC1)Nc1ccc(F)cc1 (stereo unspecified)	-5	-9	i	i	i	-0.9	i	i	i	19	-35
CCOC(=O)c1c(NC(=O)CN2CCOCC2)sc(C(=O)NC)c1C	5	7	i	i	i	-0.4	i	i	i	-10	-28
O=C(NCc1ccc(Cl)cc1)C1CCCO1 (stereo unspecified)	-7	-4	i	i	i	-0.8	i	i	i	17	-17

# More records follow.
mol	IEC-6 cytotox	SKKanGAS inh	TRPC4 block	TRPC6 activator	MrgX1 antag	HIF act	TRPC4 PAM	TRPC6 inhibitor	TRPC4 agonist	aSyn 5UTR inh	KLF5 inhibitor
O=C(Cn1cnc2c(cnn2-c2ccc(Cl)cc2)c1=O)N1CCN(c2ccccc2)CC1	3	0	i	i	i	-0.1	i	i	i	40	-27
Cc1cc(O)c(C2(O)C(=O)Nc3ccccc32)cc1C (stereo unspecified)	6	0	i	i	i	-0.2	i	i	i	8	-30
O=C(CSc1ncnc2c1nnn2-c1ccc(F)cc1)NCC1CCCO1 (stereo unspecified)	7	3	i	i	i	0.3	i	i	i	-3	-21
COc1ccc(N2CCN(C(CNC(=O)C(=O)NCCCn3ccnc3)c3cccnc3)CC2)cc1 (stereo unspecified)	7	4	i	i	i	-0.2	i	i	i	11	-17
N#C/C(=C\c1ccccc1Cl)C(=O)NC(=O)Oc1ccccc1	0	-2	i	i	i	0.2	i	i	i	10	-24
COc1ccc(S(=O)(=O)N2CCCC2C(=O)n2nc(C)cc2C)cc1 (stereo unspecified)	4	1	i	i	i	0.1	i	i	i	-38	-10
Cc1cnc(NC(=O)CSc2nnc(Cc3ccccc3)o2)s1	-3	-2	i	i	i	0.2	i	i	i	9	-40
COc1ccc(CNC(=O)CN(CC2CCCO2)C(=O)CNS(=O)(=O)c2ccc(F)cc2)cc1 (stereo unspecified)	-2	-8	i	i	/	-0.2	i	i	i	5	-16
Cc1cc(C(=O)COC(=O)CCc2nc3ccccc3c(=O)[nH]2)c(C)n1CC1CCCO1 (stereo unspecified)	-4	-10	i	i	i	-0.4	i	i	i	-4	-13
COC(=O)N/N=C/c1cn(CC(C)COc2ccccc2)c2ccccc12 (stereo unspecified)	0	3	i	i	i	-0.1	i	i	i	4	-28
COC(=O)c1ccccc1NC(=O)CC#N	-1	-8	i	i	i	-0.3	i	i	i	-5	7
COc1cccc(C(=O)/C=C/Nc2cccc(O)c2)c1	1	0	i	i	i	1.3	i	i	i	-87	3
CC(=O)Nc1ccc(CN2CCN(Cc3ccc(F)c(F)c3)C(CCO)C2)cc1 (stereo unspecified)	-3	3	i	i	i	-0.2	i	i	i	-10	9
COc1ccc(C2C=C(c3ccccc3)Nc3nc(CCCO)nn32)cc1 (stereo unspecified)	-5	-1	i	i	i	-0.1	i	i	i	3	-63
Cn1cc(SCC(=O)N2CCCc3ccccc32)c2ccccc21	10	-5	i	i	i	-0.3	i	i	i	5	-17
Cc1ccc(SCCC(=O)NCCSCc2ccco2)cc1	4	-4	i	i	i	1.4	i	i	i	-11	-5
COc1ccccc1NS(=O)(=O)c1cc(NC(=O)c2cccs2)ccc1N1CCCCC1	-4	4	i	i	i	-0.1	i	i	i	-26	-1
CCOC(=O)N1CCN(C(=O)CSc2ccc(C(F)(F)F)cc2[N+](=O)[O-])CC1	-3	7	i	i	i	-0.3	i	i	i	3	-18
Cc1c(NC(=O)CN2CCCC(C)C2)ccc2nsnc12 (stereo unspecified)	1	-5	i	i	i	-0.2	i	i	i	1	3
